# Screening results as filed in PubChem.
# Apoferritin bind – candidate novel general anesthetic via apoferritin binding; P02791; Potency, µM (titrated, usually from 77.5 µM), for inactives: at the top dose activity change, negative = displacement, hits mostly inhibitors; actives 0.074% (n = 350,000); AID 485281; apoferritin/1-aminoanthracene competitive binding, fluorescence; also: potency is read from the fitted curve at half-maximal effect; % is scaled to controls: 0 for no effect and ±100 for the full control effect; nearly all actives have a fitted effect of over 20% in size
#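 Probe: 1-aminoanthracene (50% saturated, PBS). Protein: horse-spleen apoferritin, 10 uM. Incubation: 10 min, room temperature. Detection: 380 nm excitation, 535 nm emission. Analysis: normalized response, four-parameter Hill.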
# LDHA inh – inhibitors of human lactate dehydrogenase A. actives 0.15% (n = 480,000). activity change, % (values are at about 110 or 230 µM). purified LDHA, NADH/diaphorase-resazurin fluorescence; active compounds read low. P00338. AID 1347041; in the data active = activity change below about -30%; inconclusive = mostly about -25% to -30%;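 also: plate controls were DMSO wells for no effect and wells without enzyme for full effect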
#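 LDH5 2 nM; NADH 0.06 mM, pyruvate 0.2 mM; 200 mM Tris pH 7.4, EDTA, Tween-20; 5 min RT. Detection: diaphorase 0.133 mg/mL + resazurin 37 µM, fluorescence ex540/em590 at 0 and 20 min; normalized to enzyme-free and DMSO wells.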
# Pol beta inh – inhibitors of human DNA polymerase beta; P06746; Pol beta primer extension/strand displacement, fluorescence kinetic; actives 1.3% (n = 340,000); Potency, µM (doses to about 114 µM), for inactives: top-dose activity change, negative = inhibition, hits mostly inhibitors; also: potency is read from the fitted curve at half-maximal effect; % is scaled to controls: 0 for no effect and ±100 for the full control effect
#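 Homogeneous kinetic assay of primer extension and strand displacement by 10 nM Pol beta, preincubated 15 min at room temperature with compound before 50 nM substrate (final) was added. Read at 0 and 10 min; four-parameter Hill fit.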
# Pol kappa inh – inhibitors of human DNA polymerase kappa; purified Pol kappa, fluorescent DNA synthesis assay, 10 min; actives 0.53% (n = 400,000); Q9UBT6; Potency, µM (series often up to 107 µM), inactives show at the highest dose activity, negative = inhibition, most hits filed as inhibitors; also: potency is read from the fitted curve at half-maximal effect; % is scaled to controls: 0 for no effect and ±100 for the full control effect
#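 Fluorescent qHTS in 1536-well format: enzyme (10 nM) and compound sat 15 min at room temperature before 50 nM substrate (final) was added. Signal taken at 0 and 10 min; no-enzyme buffer wells were negative controls.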
# GRP78 ERSR act – ER stress response induction in glioma; U87-MG GRP78 promoter luciferase reporter, 16 h; Potency, µM, without a hit: top-dose activation, actives largely listed as activators; actives 0.02% (n = 420,000); also: potency is read from the fitted curve at half-maximal effect; series mostly up to about 76 µM; % of control where 0% means no effect; nearly all actives have a fitted effect of over 35% in size
#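 Stably transfected U87-MG human glioma cells carrying a GRP78-based luminescent sensor were seeded at 1000 cells/well, pin-dosed with compounds and incubated 16 h. Luciferase reagent was then added, and end-point luminescence was read after 10 min at room temperature.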
# POLI inh – DNA polymerase iota (human) inhibition; AID 588590; Pol iota fluorescent replication assay, 10 min; Potency, µM (titrated, usually from 115 µM), for the others: top-dose activity, negative = inhibition, most hits filed as inhibitors; Q9UNA4; actives 1% (n = 390,000); also: potency is read from the fitted curve at half-maximal effect
#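 Pol iota at 10 nM preincubated 15 min with compounds at room temperature; reaction started with fluorescent substrate, 50 nM final. Fluorescence read kinetically at 0 and 10 min; buffer-only wells as negative control.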
# Pol eta inh – DNA polymerase eta (human) inhibition | Q9Y253 | recombinant Pol eta, fluorescent DNA replication assay | Potency, µM (highest dose often 114 µM), inactives show top-dose activity change, negative = inhibition, hits mostly inhibitors | actives 1.2% (n = 390,000) | AID 588591; also: potency is read from the fitted curve at half-maximal effect; % is scaled to controls: 0 for no effect and ±100 for the full control effect
#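 Pol eta at 10 nM preincubated with compounds 15 min at room temperature; reaction started with fluorescent substrate (50 nM final) and read kinetically at 0 and 10 min.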
# BLM inh – Bloom syndrome helicase (human) inhibition | AID 2528 | recombinant BLM DNA unwinding, fluorescence dequenching | Potency, µM (titrated, usually from 56.1 µM), for inactives: top-dose activity change, negative = inhibition, usual class: inhibitors | actives 0.2% (n = 350,000) | P54132;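 also: potency is read from the fitted curve at half-maximal effect; plate controls were vehicle for no effect and no enzyme for full effect; nearly all actives have a fitted effect of over 35% in size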
# Target sequence (P54132 whole entry, looked up): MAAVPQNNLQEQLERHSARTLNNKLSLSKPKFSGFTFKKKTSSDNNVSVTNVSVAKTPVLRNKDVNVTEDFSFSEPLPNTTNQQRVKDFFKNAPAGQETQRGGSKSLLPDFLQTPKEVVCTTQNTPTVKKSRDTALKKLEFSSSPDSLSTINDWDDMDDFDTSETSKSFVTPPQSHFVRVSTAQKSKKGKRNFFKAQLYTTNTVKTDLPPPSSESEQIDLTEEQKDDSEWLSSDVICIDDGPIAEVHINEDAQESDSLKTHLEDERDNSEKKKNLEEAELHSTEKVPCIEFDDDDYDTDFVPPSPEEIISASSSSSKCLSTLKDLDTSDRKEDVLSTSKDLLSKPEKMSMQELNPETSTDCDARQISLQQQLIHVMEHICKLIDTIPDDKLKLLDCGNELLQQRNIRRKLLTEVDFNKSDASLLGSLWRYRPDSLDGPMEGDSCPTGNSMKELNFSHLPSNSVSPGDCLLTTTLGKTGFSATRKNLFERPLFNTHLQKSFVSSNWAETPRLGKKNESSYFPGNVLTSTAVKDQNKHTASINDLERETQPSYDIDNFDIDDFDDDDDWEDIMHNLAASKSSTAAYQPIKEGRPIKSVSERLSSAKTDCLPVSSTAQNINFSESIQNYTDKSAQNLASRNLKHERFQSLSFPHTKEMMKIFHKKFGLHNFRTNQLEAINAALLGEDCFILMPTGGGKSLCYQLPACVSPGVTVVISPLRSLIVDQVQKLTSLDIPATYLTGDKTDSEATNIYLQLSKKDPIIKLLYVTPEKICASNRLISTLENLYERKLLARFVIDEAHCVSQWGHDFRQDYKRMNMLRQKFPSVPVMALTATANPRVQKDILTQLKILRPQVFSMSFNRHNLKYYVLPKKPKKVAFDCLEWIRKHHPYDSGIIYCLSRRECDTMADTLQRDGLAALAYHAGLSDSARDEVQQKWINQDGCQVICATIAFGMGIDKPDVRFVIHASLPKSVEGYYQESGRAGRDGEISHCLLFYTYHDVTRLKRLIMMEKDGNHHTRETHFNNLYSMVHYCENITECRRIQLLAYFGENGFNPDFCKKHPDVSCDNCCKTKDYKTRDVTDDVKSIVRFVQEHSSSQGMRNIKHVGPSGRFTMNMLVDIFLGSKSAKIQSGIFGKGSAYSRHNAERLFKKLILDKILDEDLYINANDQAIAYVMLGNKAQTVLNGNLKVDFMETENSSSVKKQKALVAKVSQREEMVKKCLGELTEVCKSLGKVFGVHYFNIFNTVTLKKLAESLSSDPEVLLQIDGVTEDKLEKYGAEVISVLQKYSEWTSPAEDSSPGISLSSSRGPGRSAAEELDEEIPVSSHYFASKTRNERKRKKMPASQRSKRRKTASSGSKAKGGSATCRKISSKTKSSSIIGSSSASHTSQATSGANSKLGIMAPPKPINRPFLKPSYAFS
# APE1 inh – APE1 (human) endonuclease inhibition. Potency, µM (series often up to 65.8 µM), inactives show at the top dose activity change, negative = inhibition, most hits filed as inhibitors. actives 0.35% (n = 350,000). P27695. recombinant APE1, TAMRA/BHQ-2 abasic DNA cleavage fluorescence;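 also: potency is read from the fitted curve at half-maximal effect; plate controls were vehicle for no effect and reference inhibitor for full effect; nearly all actives have a fitted effect of over 55% in size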
#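 Incision of a quenched TAMRA/BHQ-2 THF abasic-site duplex (50 nM) by 0.75 nM APE1, after 15 min compound preincubation, measured as fluorescence increase over three 60 s reads. Values normalized to buffer, DMSO and NSC13755 control wells.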
# Starred values were filed as active, the others as inactive; ? = inconclusive; nt = not tested or not shown; & = joins results of further samples; [ ] = remark or other dose. Unless noted, calls follow the shape of the dose curve; as a rule, active = well fitted curve in the direction sought with a large enough effect; inconclusive = small, poorly fitted or top-dose-only effect, or another doubt; inactive = no such curve, though single readings can be large; an effect the other way counts as inactive or inconclusive. These rows are one share of the data. The share of hits here may be higher or lower than overall.
SMILES,Apoferritin bind,LDHA inh,Pol beta inh,Pol kappa inh,GRP78 ERSR act,POLI inh,Pol eta inh,BLM inh,APE1 inh
CCN(CC)c1ccc(N2C(=O)C3CCCCC3C2=O)cc1[N+](=O)[O-] (configuration not stated),?,-3,5%,-1%,0%,11%,-23%,3%,18%
CCc1nnc(NS(=O)(=O)c2ccc(NC(=O)c3cc(Cl)ccc3[N+](=O)[O-])cc2)s1,-10%,-5,49%,-15%,-2%,-11%,-1%,-3%,3%
O=C(NCCCn1ccnc1)c1ccncc1,-4%,-7,-10%,-5%,2%,-6%,-12%,-1%,?
Cc1cc(C)nc(NC(=O)Nc2ccccc2C(F)(F)F)n1,?,-4,-4%,2%,0%,41%[activator],-19%,1%,4%
CC1CCC(NC(=O)c2cccc(S(=O)(=O)N3CCN(c4ccccc4)CC3)c2)CC1 (configuration not stated),nt,-6,nt,0%,0%,-1%,-17%,nt,24%
O=C(Cc1ccc(NC(=O)N2CCSc3ncccc32)cc1)NCCc1ccccc1,-15%,-6,8%,-6%,-2%,5%,-3%,-1%,nt
COCC(=O)N1CCC2(CC1)CN(c1cccc(-c3ccccc3)c1)C2,nt,nt,nt,6%[60.1 µM],-5%,nt,nt,-6%,5%
COc1cc2cc(CCCOC(=O)c3ccc4c(c3)OCO4)oc(=O)c2cc1OC,nt,0,nt,1%,-2%,15%,-16%,nt,52%[activator]
CC(C)(C)C1CCC2(CC1)CC(=O)c1ccccc1O2 (configuration not stated),-23%,-15,-25%,-19%,3%,-5%,-7%,-6%,3%
COCCn1c(CN(C)Cc2ccccc2)nc2c1c(=O)n(C)c(=O)n2C,0%,-1,1%,-10%,0%,34%[activator],-13%,-2%,6%
O=C(NN=C(Cc1ccccc1)Cc1ccccc1)c1ccncc1,?,-8,33%,1%,1%,2%,-4%,-8%,-4%
CC(C)(C)SCCNC(=O)CN(c1ccc(F)cc1)S(=O)(=O)c1ccccc1,-11%,-5,1%,3%,-4%,14%,-15%,-3%,-1%
COC(=O)c1cc(C(C)=O)c(C)[nH]c1=O,0%,-6,2%,5%,-3%,-7%,-14%,-2%,-3%
Nc1c2c3c(sc2nc(=O)n1N)CCCC3,-5%,1,10%,5%,0%,-11%,-12%,0%,-2%
O=C(COc1ccc(Cl)cc1)Nc1cc(-c2ccccc2)no1,5%,-4,4%,-3%,-2%,8%,-6%,-2%,nt
O=C1c2nc3cc(-c4ccco4)[nH]n3c(=O)c2CN1Cc1ccccc1,0%,4,?,-28%,-4%,?,?,?,-4%
CN(CCCN1c2ccccc2CCc2ccccc21)CC(=O)c1ccc(Cl)cc1,-18%,nt,nt,9%[60.1 µM],-1%&1%,nt,nt,-1%&-1%,-6%
CCCCCC(=O)NC(=S)NNC(=O)CC,?,-1,-14%,-8%,-3%,4%,-12%,0%,-2%
CCOC(=O)C1CCN(C(=O)Cn2ncc3c([nH]c4ccc(C)cc43)c2=O)CC1,-9%,-2,11%,5%,3%,42%[activator],-6%,3%,nt
Cc1ccc2c(CC(=O)Nc3c(C(=O)Nc4cccc(Cl)c4)oc4ccccc34)coc2c1C,-14%,-4,23%,11%,3%,-2%,-4%,0%,nt
O=C(CCS(=O)(=O)c1ccc(Br)cc1)Nc1ccc(Cl)cc1F,-10%,-9,13%,-8%,-4%,11%,-22%,3%,1%
N#Cc1ccccc1OCC(=O)NNC(=O)CNC(=O)c1ccc(Br)o1,nt,-6,nt,-18%,-2%,218%[activator],-19%,nt,9%
N#Cc1c(N)n(Cc2ccccc2)c(=O)c2cc([N+](=O)[O-])ccc12,-1%,-3,0%,-4%,-1%,112%[activator],-3%,-9%,30%
CCC1(CC)NC(=O)N(CC(=O)Nc2sc3c(c2C(N)=O)CCC3)C1=O,5%,2,16µM*,?,-4%,13µM*,25µM*,-19%,18µM*
COc1ccc(Cl)cc1NC(=O)c1c(NCc2sccc2C)sc2c1CCCC2,-21%,3,3%,-9%[60.1 µM],0%,?,-7%,0%,nt
CC(=O)Nc1cccc(NS(=O)(=O)c2ccccc2[N+](=O)[O-])c1,-10%,-5,14%,-4%,-3%,17%,-15%,2%,0%
N/C(=N\OC(=O)CC1CCCCC1)c1cccnc1,?,-7,31%,-11%,12%,-1%,4%,1%,-2%
COc1cccc(N2CCc3c(C)nc4ccc(Cl)cc4c32)c1,-14%,-4,-26%,-1%,-8%,126%[activator],-10%,34%[activator],-7%
CCOc1ccc(N2CC(C(=O)NCCc3c[nH]c4ccc(C)cc34)CC2=O)cc1 (configuration not stated),-17%,18,0%,-24%,-4%,171%[activator],-14%,-5%,31%[activator]
C/C(CC(=O)Nc1ccc(F)cc1)=N\NC(=O)Cc1csc(N)n1,-6%,1,5%,-2%,-2%,5%,-13%,3%,5%
O=C(NC(=S)NC1CCSC1=O)c1ccc([N+](=O)[O-])cc1 (configuration not stated),-16%,nt,5%,nt,nt,nt,nt,-2%,44%
CCSC(=N)N,2%,-8,0%[57.1 µM],2%[60.1 µM],-5%&-4%&-4%&-1%,9%,-10%,4%&2%,1%&15%&1%&15%
Cc1ccc(N(CC(=O)N/N=C/c2cc(C)n(-c3ccccc3)c2C)S(C)(=O)=O)c(C)c1,-14%,-6,8%,-10%,10%,-2%,-14%,-9%,-7%
COCCn1c(=O)c(CCc2ccccc2)nc2cnc(N3CCOCC3)nc21,nt,nt,nt,-10%[60.1 µM],1%,nt,nt,0%,8%
CCn1c(Oc2ccc(F)cc2F)nc2c1c(=O)n(C)c(=O)n2C,-6%,-5,2%,-28%,-4%,51%[activator],-14%,-5%,nt
Cc1cccc(Oc2ccc(S(=O)(=O)N3CCCCC3)cc2NC(=O)C2=COCCO2)c1,nt,1,nt,-1%,-2%,?,-15%,nt,-15%
CCN1CCN(c2ncc(C(=O)Nc3c(F)cc(F)cc3Br)c3ccccc23)CC1,2%,-1,-1%,6%,-7%,14%,-15%,-3%,5%
CCN(C(=O)CSc1nnnn1-c1ccccc1)C1CCS(=O)(=O)C1 (configuration not stated),-2%,-1,-2%,-1%,-9%,65%[activator],-9%,-5%,3%
COc1ccc(CC(=O)O/N=C(\N)c2ccccn2)cc1,0%,-7,-1%,-2%,3%,62%[activator],-14%,3%,-3%
N#C/C(=N/Nc1ccc(OC(F)(F)F)cc1)C(N)=S,-1%,-5,38%[activator],-17%,5%,15%,-22%,-8%,12%
CCN(CCCNC(=O)COc1cc(=O)n(C)c2ccccc12)c1ccccc1,?,0,21%,-9%,-2%,30%,-4%,-4%,2%
COc1cccc(/C=N/NC(=O)CNC(=O)C2COc3ccccc3O2)c1O (configuration not stated),?,5,54%,-10%,-3%,8%,10%,0%,4%
COc1cccc(Oc2c(C)oc3c(CN4CCOCC4)c(O)ccc3c2=O)c1,nt,-1,nt,-12%,-2%,11%,-4%,nt,nt
CCCC[C@@H](C)/C=C(C)/C=C(\C)C(=O)NC1=C[C@@](O)(/C=C/C=C/C=C/C(=O)NC2=C(O)CCC2=O)[C@@H]2O[C@@H]2C1=O,?,nt,nt,27µM*,-12%,nt,nt,?,?
Cc1cc(OCCN2CCOCC2)ccc1C(C)C,5%,-20,-31%,0%,1%,80%[activator],-15%,-1%,5%
Cc1cccc(NC(=O)COC(=O)CNC(=O)C2CCCCC2)c1,?,-3,-1%,-6%,-4%,8%,5%,0%,1%
O=S(=O)(c1cccc(Br)c1)N1CCN(C(=S)NCC2CCCO2)CC1 (configuration not stated),nt,0,nt,-22%,-3%,3%,-7%,nt,-13%
Cc1sc2nc(CN(Cc3ccccc3)C(=O)NC3CCCCC3)[nH]c(=O)c2c1C,nt,1,nt,11%,-2%,22%,-12%,nt,nt
CN(Cc1ccccc1)c1nc(N)c([N+](=O)[O-])c(Nc2cccc(F)c2)n1,?,0,0%,-25%,-1%,15%,-1%,-6%,0%
CCOC(=O)c1ccccc1OCc1cc(/C=N/n2cnnc2)ccc1OC,-16%,-7,?,-11%,4%,8%,-9%,-2%,0%
Cc1ccc(NC2OC(CO)C(O)C2O)cc1[N+](=O)[O-] (configuration not stated),-1%,-15,16%,-8%,-5%,20%,7%,-12%,17%
Cc1c(C=O)c(=O)n(-c2ccccc2)n1-c1ccccc1,0%,-4,32%,3%,-5%,2%,-11%,-1%,?
COc1ccc(C(=O)NNC(=O)CN2CCC(n3nnc4cc(F)ccc43)CC2)cc1,-8%,-6,2%,-4%,-2%,?,-13%,3%,0%
CCCn1c(C(O)c2ccc(OC)cc2)nc2ccccc21 (configuration not stated),-9%,-11,-24%,-2%,-2%,10%,-6%,1%,18%
CCC1CN(C(=O)NCc2ccccc2)c2cc(Cl)ccc2O1 (configuration not stated),?,0&4,8%&21%,-4%[60.1 µM],-1%&-4%,12%&23%,-8%&-15%,-8%&1%,-17%
O=C(NCc1ccccn1)Nc1ccccc1,0%,-4,1%,-5%,0%,32%[activator],-4%,-7%,-2%
O=C(Nc1cccc(F)c1)c1cc(S(=O)(=O)N2CCOCC2)cs1,-5%,0,19%,-10%,-3%,14%,-14%,-7%,20%
COc1ccc(S(=O)(=O)c2c(N)n(Cc3ccco3)c3nc4ccccc4nc23)cc1,81%[activator],7,?,25µM*,-8%,7.9µM*,7.9µM*,?,-7%
NCCCn1c(C(=O)c2cc(Cl)c(N)c(Cl)c2)c2ccc(C(F)(F)F)cc2[n+]1[O-],nt,1,nt,-7%,-6%,?,-22%,nt,-2%
